SW480 rerep: inducers of DNA re-replication in SW480 colon cancer cells | Potency, µM (titrated, usually from 46.1 µM), inactives show at the top dose re-replication activation, usual class: activators | SW480 DNA re-replication, Hoechst DNA content imaging, 48 h | hit rate 1.8% among 340,000 | AID 624297; further: % of control where 0% means no effect; nearly all actives have a fitted effect of over 55% in size
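Image-based read-out: total Hoechst fluorescence of nuclei (405 nm excitation, 500-530 nm emission), with hits raising the fraction of high-intensity nuclei. SW480 colon cells incubated 48 hr with compounds at 37 C.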
HT1080-NT tox: kills 2HG-producing HT-1080-NT fibrosarcoma cells. HT-1080-NT fibrosarcoma viability, CellTiter-Glo ATP luminescence, 48 h. Potency, µM (doses to about 46.1 µM), for inactives: top-dose activity, negative = less viability, actives largely listed as cytotoxic. hit rate 1.6% among 360,000. AID 686970;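 further: NT is the 2HG producing partner of a matched IDH1 knockdown line; 0% = DMSO-treated cells and -100% = media-only wells without cells; nearly all actives have a fitted effect of over 55% in size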
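Luminescent CellTiter-Glo readout after 48 hours of compound exposure at 37 degrees C defined viability of HT-1080-NT cells. Activity was normalized to DMSO wells and cell-free media wells; concentration-response curves were fitted and assigned curve classes.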
HT1080 IDH1KD tx: HT-1080 IDH1 knockdown cell toxicity (counter line); HT-1080 IDH1 knockdown viability, ATP luminescence, 48 h; AID 686971; hit rate 2% among 360,000; Potency, µM (highest dose often 46.1 µM), for inactives: at the highest dose activity, negative = toxicity, actives largely listed as cytotoxic;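 further: 0% = DMSO wells and -100% = cell-free medium wells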
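CellTiter-Glo luminescence after 48 h compound exposure at 37 degrees C of IDH1-knockdown HT-1080 cells in 5% FBS RPMI. %Activity scaled between DMSO wells and cell-free media wells, with curves fitted and assigned curve classes.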
KB-V1 cytotox: KB-V1 MDR subline cytotoxicity; hit rate 3.4% among 400,000; Potency, µM (doses to about 46.1 µM), for the others: top-dose activity change, negative = cytotoxicity, actives largely listed as cytotoxic; KB-V1 MDR cells viability, CellTiter-Glo, 72 h; further: on the % scale 0 is the no-effect control and ±100 the full control effect; nearly all actives have a fitted effect of over 60% in size
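Cytotoxicity via CellTiter-Glo luminescence after 72 h compound exposure at 37 degrees C. Cells: drug-selected KB-V1 line, DMEM phenol-red free plus 10% FBS. Compounds tested at multiple concentrations; normalized data fitted to concentration-effect curves.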
GLP1R ag: agonists of human GLP-1 receptor | HEK293 GLP-1R CRE-luciferase, luminescence, 4-6 h; cells express a hypersensitive GLP-1R form | Potency, µM (titrated, usually from 45.6 µM), for the others: top-dose activation, hits mostly activators | hit rate 0.007% among 380,000; further: % of control where 0% means no effect
Target sequence (P43220 whole entry, looked up): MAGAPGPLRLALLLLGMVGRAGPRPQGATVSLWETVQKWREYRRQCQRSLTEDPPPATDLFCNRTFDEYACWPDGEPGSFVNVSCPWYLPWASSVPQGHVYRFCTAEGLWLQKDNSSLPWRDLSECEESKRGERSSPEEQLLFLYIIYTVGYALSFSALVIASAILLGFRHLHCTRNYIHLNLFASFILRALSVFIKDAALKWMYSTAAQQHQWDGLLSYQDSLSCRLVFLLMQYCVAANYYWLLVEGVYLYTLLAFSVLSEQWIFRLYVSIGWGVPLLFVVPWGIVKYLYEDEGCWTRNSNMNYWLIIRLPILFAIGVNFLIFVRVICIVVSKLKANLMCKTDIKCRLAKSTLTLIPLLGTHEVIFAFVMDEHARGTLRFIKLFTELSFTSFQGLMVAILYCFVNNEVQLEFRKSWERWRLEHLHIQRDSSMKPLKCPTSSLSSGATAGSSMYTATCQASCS
GLP1R cytotox: cytotoxicity counter-screen for GLP-1 receptor inverse agonists | HEK293 cAMP-luciferase reporter cells, luminescence, 24 h | Potency, µM (highest dose often 38.3 µM), for inactives: at the highest dose activity change, negative = inhibition, usual class: inhibitors | hit rate 0.13% among 410,000 | AID 624418;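 further: loss of luciferase light is scored as toxicity; on the % scale 0 is the no-effect control and ±100 the full control effect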
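Here, cytotoxicity is scored as loss of luminescence. The MLSMR collection was tested on cells seeded in medium containing 10% Nu serum, with a 24 hr compound exposure preceded by 12 hours of culture.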
KB-3-1 cytotox: KB-3-1 parental cell cytotoxicity | KB-3-1 viability, CellTiter-Glo ATP luminescence, 72 h | Potency, µM (highest dose often 46.1 µM), inactives show at the highest dose activity change, negative = cytotoxic, actives largely listed as cytotoxic | hit rate 1.4% among 400,000 | AID 1347075; further: on the % scale 0 is the no-effect control and ±100 the full control effect; nearly all actives have a fitted effect of over 60% in size
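KB-3-1 cells, DMEM (no phenol red) + 10% FBS; compound by pin transfer, 72 h, 37 °C. Readout: CellTiter-Glo luminescence after 10 min. Data normalized, curve-fitted.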
GLP-1R inv ag: GLP-1 receptor (human) inverse agonism. P43220. HEK293 GLP-1R CRE-luciferase, luminescence, 24 h; GLP-1R form is constitutively active. Potency, µM (doses to about 38.3 µM), for the others: at the highest dose activity change, negative = inhibition, usual class: inhibitors. hit rate 1.6% among 410,000; further: on the % scale 0 is the no-effect control and ±100 the full control effect; nearly all actives have a fitted effect of over 55% in size
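Constitutively active GLP-1R drives a cAMP-responsive luciferase in stably transfected HEK293 cells; test compounds are added after overnight (12 h) attachment and left 24 hr, and signal loss in luminescence marks inhibition.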
TDP43 rescue: rescues yeast growth from TDP-43 toxicity. TDP-43 expressing yeast growth rescue, BacTiter-Glo, 24 h. Potency, µM (series often up to 46.1 µM), for inactives: at the top dose growth rescue (activation), most hits filed as activators. hit rate 1.8% among 410,000. AID 652104; further: % of control where 0% means no effect; nearly all actives have a fitted effect of over 50% in size
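Yeast cells expressing TDP-43 under galactose induction are exposed to compounds for 24 hr at 30 deg C. BacTiter-Glo luminescence measures growth, so protective compounds score as activators.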
The depositor's hits bear a star; [ ] = dose if it differs, or a comment. The call rests on the fitted dose curve; in most records, active means well fitted curve in the direction sought with a large enough effect; inconclusive means small, poorly fitted or top-dose-only effect, or another doubt; inactive means no such curve, though single readings can be large; an effect the other way counts as inactive or inconclusive. Potency means the concentration at half of the fitted maximal effect. An unsorted share of the library, and some 9.4% of all compounds hit somewhere here.

For CC(C)CCN(C(=O)CNC(=O)c1cccs1)C(C(=O)NC1CCCC1)c1ccncc1 (configuration not stated) the results were SW480 rerep -1%, HT1080-NT tox 2%, HT1080 IDH1KD tx 14%, KB-V1 cytotox inconclusive, GLP1R ag 1%, GLP1R cytotox 1%, KB-3-1 cytotox -7%, GLP-1R inv ag -3% and TDP43 rescue 12%.
COc1ccc([C@H]2CC(=O)C=C(c3ccc(Cl)c(Cl)c3)C2)cc1 was read as SW480 rerep -3%, HT1080-NT tox -15%, HT1080 IDH1KD tx -28%, KB-V1 cytotox -16%, GLP1R ag 1%, GLP1R cytotox 17%, KB-3-1 cytotox 0%, GLP-1R inv ag -1% and TDP43 rescue inconclusive.
For CC(C)(C)c1cc(NC(=O)C2CCCO2)no1 (configuration not stated) the results were SW480 rerep -5%, HT1080-NT tox 5%, HT1080 IDH1KD tx 2%, KB-V1 cytotox 2%, GLP1R ag 6%, GLP1R cytotox 2%, KB-3-1 cytotox -4%, GLP-1R inv ag 0% and TDP43 rescue -6%.
Screening COCc1cc(C)nc(SCC(=O)Nc2cc3c(cc2C#N)OCO3)c1C#N returned SW480 rerep 2%[9.22 µM], HT1080-NT tox -4%, HT1080 IDH1KD tx 0%, KB-V1 cytotox -12%, GLP1R ag 5%, GLP1R cytotox 47%[activator], KB-3-1 cytotox 1%, GLP-1R inv ag 10% and TDP43 rescue 13%.
Screening CCn1ncc(Cl)c1C(=O)Nc1ccncc1 returned SW480 rerep 4%, HT1080-NT tox -4%, HT1080 IDH1KD tx 8%, KB-V1 cytotox 2%, GLP1R ag 9%, GLP1R cytotox 6%, KB-3-1 cytotox 1%, GLP-1R inv ag 0% and TDP43 rescue -12%.
For Cc1cc(NC(=O)CCSc2ccccc2)ccc1Br the results were SW480 rerep -8%, HT1080-NT tox 3%, HT1080 IDH1KD tx 2%, KB-V1 cytotox -19%, GLP1R ag -1%, GLP1R cytotox -5%, KB-3-1 cytotox 0%, GLP-1R inv ag inconclusive and TDP43 rescue inconclusive.
`CCOC(=O)CSc1cc(CS(=O)(=O)c2ccccc2)nc(-c2ccccc2)n1` gave SW480 rerep 4%, HT1080-NT tox 7%, HT1080 IDH1KD tx 4%, KB-V1 cytotox -10%, GLP1R ag 4%, GLP1R cytotox -4%, KB-3-1 cytotox 12%, GLP-1R inv ag 2% and TDP43 rescue 0%.
For O=C(CCC(=O)N(CC(=O)NC1CCCCC1)Cc1cccs1)Nc1nccs1 the results were SW480 rerep 13%, HT1080-NT tox 19%, HT1080 IDH1KD tx 10%, KB-V1 cytotox -2%, GLP1R ag 0%, GLP1R cytotox -4%, KB-3-1 cytotox 9%, GLP-1R inv ag 17% and TDP43 rescue 14%.
N#CCCN(Cc1cccnc1)CN1C(=O)c2ccccc2C1=O was read as HT1080-NT tox 1%, HT1080 IDH1KD tx -6%, KB-V1 cytotox 18%, GLP1R ag -1%, GLP1R cytotox 2%, KB-3-1 cytotox 1%, GLP-1R inv ag 9% and TDP43 rescue 24%.
OCCCn1c(CCCNc2nc(-c3cccc(Br)c3)cs2)nc2cc(Cl)c(N3CCCCC3)cc21 was read as SW480 rerep 15%, HT1080-NT tox 18µM*, HT1080 IDH1KD tx inconclusive, KB-V1 cytotox 0%, GLP1R ag -10%, GLP1R cytotox 3%, KB-3-1 cytotox 0%, GLP-1R inv ag 10µM* and TDP43 rescue inconclusive.
`Cc1ccc(CNC(=O)[C@H](C)NC(=O)C2CCN(C(=O)[C@@H](N)CC(C)C)CC2)cc1` gave SW480 rerep inconclusive, HT1080-NT tox -3%, HT1080 IDH1KD tx -2%, KB-V1 cytotox -10%, GLP1R ag 0%, GLP1R cytotox -8%, KB-3-1 cytotox 0%, GLP-1R inv ag 10% and TDP43 rescue -5%.
Screening CCOc1c(CNCCN2CCOCC2)cccc1OC returned SW480 rerep 1%, HT1080-NT tox 14%, HT1080 IDH1KD tx 9%, KB-V1 cytotox -25%, GLP1R ag 16%, GLP1R cytotox 2%, KB-3-1 cytotox -5%, GLP-1R inv ag -2% and TDP43 rescue -3%.
`CCCN(CCC)CCCNC(=O)c1cc2c(=O)oc3ccc(C)cc3c2s1` gave KB-V1 cytotox 4%, GLP1R ag 1%, GLP1R cytotox -13%, KB-3-1 cytotox 10%, GLP-1R inv ag 4% and TDP43 rescue -2%.
`O=[N+]([O-])c1ccc2[nH]c3c(c2c1)CCCC3O` (configuration not stated) gave SW480 rerep 2%, HT1080-NT tox 0%, HT1080 IDH1KD tx inconclusive, KB-V1 cytotox 21µM*, GLP1R ag 1%, GLP1R cytotox 1%[7.66 µM], KB-3-1 cytotox inconclusive, GLP-1R inv ag -28%[7.66 µM] and TDP43 rescue 2%[9.22 µM].
For O=c1[nH]nc(-c2ccccc2)c2ccccc12 the results were SW480 rerep -8%, HT1080-NT tox 2%, HT1080 IDH1KD tx -10%, KB-V1 cytotox -4%, GLP1R ag 15%, GLP1R cytotox -7%, KB-3-1 cytotox -2%, GLP-1R inv ag 90%[activator] and TDP43 rescue 2%.
CCOC(=O)Cc1csc(NC(NC(=O)OCC)(C(F)(F)F)C(F)(F)F)n1 was read as SW480 rerep 0%, HT1080-NT tox 3%, HT1080 IDH1KD tx 4%, KB-V1 cytotox 20%, GLP1R ag 11%, GLP1R cytotox -7%, KB-3-1 cytotox -3%, GLP-1R inv ag -3% and TDP43 rescue -1%.
`COc1cccc(NC(=O)CN(C)C(=O)CSc2ccc3c(c2)OCCO3)c1` gave SW480 rerep -2%, HT1080-NT tox -10%, HT1080 IDH1KD tx -10%, KB-V1 cytotox 21µM*, GLP1R ag 11%, GLP1R cytotox 3%, KB-3-1 cytotox 0%, GLP-1R inv ag -21% and TDP43 rescue 7%.
Screening O=C(Nc1ccc(Br)cc1F)c1ccncc1 returned SW480 rerep -6%, HT1080-NT tox 9%, HT1080 IDH1KD tx 4%, KB-V1 cytotox -4%, GLP1R ag -2%, GLP1R cytotox -1%, KB-3-1 cytotox -1%, GLP-1R inv ag 25% and TDP43 rescue 6%.
Screening O=C(NCc1ccc(C(F)(F)F)cc1)C1CC(c2cccc(F)c2)=NO1 (configuration not stated) returned SW480 rerep -1%, HT1080-NT tox -1%, HT1080 IDH1KD tx 0%, KB-V1 cytotox -19%, GLP1R ag 5%, GLP1R cytotox -4%, KB-3-1 cytotox 2%, GLP-1R inv ag -18% and TDP43 rescue -7%.
Screening Cc1ccc(CNS(=O)(=O)c2ccc(CN3C(=O)c4cccnc4C3=O)s2)o1 returned SW480 rerep -5%, HT1080-NT tox 8%, HT1080 IDH1KD tx 10%, KB-V1 cytotox 35%, GLP1R ag 0%, GLP1R cytotox -11%, KB-3-1 cytotox 13%, GLP-1R inv ag 4% and TDP43 rescue -3%.
Screening COc1cc(S(=O)(=O)N2CCOCC2)ccc1NC(=O)COC(=O)c1ccccn1 returned SW480 rerep 2%, HT1080-NT tox 16%, HT1080 IDH1KD tx 14%, KB-V1 cytotox 19%, GLP1R ag -3%, GLP1R cytotox -3%, KB-3-1 cytotox -2%, GLP-1R inv ag 11% and TDP43 rescue 10%.
Screening S=c1[nH]nc(-c2ccccc2)n1/N=C/c1cccc(Cl)c1 returned SW480 rerep -5%, HT1080-NT tox -11%, HT1080 IDH1KD tx 0%, KB-V1 cytotox -9%, GLP1R ag -2%, GLP1R cytotox -12%, KB-3-1 cytotox 27%, GLP-1R inv ag -15% and TDP43 rescue 24%.
For CC(=O)c1cccc(NC(=O)c2cccc(S(=O)(=O)N3CCOCC3)c2)c1 the results were SW480 rerep -1%, HT1080-NT tox 2%, HT1080 IDH1KD tx 5%, KB-V1 cytotox -2%, GLP1R ag 9%, GLP1R cytotox 0%, KB-3-1 cytotox 7%, GLP-1R inv ag 0% and TDP43 rescue 0%.
`CC(C)OC(=O)c1nn2c(C(F)(F)F)cc(-c3ccco3)nc2c1Cl` gave SW480 rerep -6%, HT1080-NT tox 10%, HT1080 IDH1KD tx 9%, KB-V1 cytotox inconclusive, GLP1R ag -13%, GLP1R cytotox 3%, KB-3-1 cytotox 10%, GLP-1R inv ag 1% and TDP43 rescue -4%.
`CN(C)CCN1C(=O)c2oc3ccccc3c(=O)c2C1c1cccc(Br)c1` (configuration not stated) gave SW480 rerep -7%, HT1080-NT tox 0%, HT1080 IDH1KD tx -2%, KB-V1 cytotox 10µM*, GLP1R ag -6%, GLP1R cytotox -10%, KB-3-1 cytotox 5%, GLP-1R inv ag 0% and TDP43 rescue -22%.
For Cc1ccc(NC(=S)Nc2ccc3[nH]c(=O)[nH]c3c2)cc1 the results were SW480 rerep -1%, HT1080-NT tox 15%, HT1080 IDH1KD tx 15%, KB-V1 cytotox 8%, GLP1R ag 0%, GLP1R cytotox 6%, KB-3-1 cytotox 17%, GLP-1R inv ag 51%[activator] and TDP43 rescue 22%.
Screening Cc1nc(N/N=C\c2ccc3c(c2)OCO3)sc1C returned SW480 rerep 2%, HT1080-NT tox 1%, HT1080 IDH1KD tx 1%, KB-V1 cytotox 0%, GLP1R ag 10%, GLP1R cytotox -1%, KB-3-1 cytotox 6%, GLP-1R inv ag 87%[activator] and TDP43 rescue inconclusive.

Quoted at random: 2 compounds from above.
Screening S=c1[nH]nc(-c2ccccc2)n1/N=C/c1cccc(Cl)c1 returned SW480 rerep -5%, HT1080-NT tox -11%, HT1080 IDH1KD tx 0%, KB-V1 cytotox -9%, GLP1R ag -2%, GLP1R cytotox -12%, KB-3-1 cytotox 27%, GLP-1R inv ag -15% and TDP43 rescue 24%.
`CCOC(=O)CSc1cc(CS(=O)(=O)c2ccccc2)nc(-c2ccccc2)n1` gave SW480 rerep 4%, HT1080-NT tox 7%, HT1080 IDH1KD tx 4%, KB-V1 cytotox -10%, GLP1R ag 4%, GLP1R cytotox -4%, KB-3-1 cytotox 12%, GLP-1R inv ag 2% and TDP43 rescue 0%.
